Assay outcomes (PubChem BioAssay)
HCV NS3 hel inh: HCV NS3 helicase inhibition; NS3 helicase DNA unwinding, Cy5 molecular beacon fluorescence; 290,000 compounds, 0.56% hits; inhibition, % at 10.9 µM;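 active = inhibition above the mean of all tested compounds plus 3 SD, set per campaign, cut at about 35% in these data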;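 note: 0% = DMSO wells and 100% = thioflavine S control wells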
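System: Hepatitis C virus NS3 helicase domain fragment enzyme | Reagent: Annealed dual-labelled DNA beacon duplex, ATP-started | Compound dosing: 10.9 µM single point, 0.8% DMSO | Incubation: 1 h reaction at 25 °C, ATP-initiated | Technique: Cy5 fluorescence | Evaluation: Percent inhibition from t60/t0 fluorescence ratio | Benchmarks: Low DMSO, high thioflavine S at 110 µM | Replication: Singlicate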
UBC9 SUMO inh: inhibitors of human SUMOylation (UBC9); inhibition, % at 35 µM; HTRF SUMOylation assay, SAE1/SAE2 + UBC9, in vitro; P63279; 290,000 compounds, 0.36% hits; in the data active = inhibition above about 50%, passing the limit was not always enough; note: strong numbers were not always called active
Target sequence (P63279 whole entry, looked up): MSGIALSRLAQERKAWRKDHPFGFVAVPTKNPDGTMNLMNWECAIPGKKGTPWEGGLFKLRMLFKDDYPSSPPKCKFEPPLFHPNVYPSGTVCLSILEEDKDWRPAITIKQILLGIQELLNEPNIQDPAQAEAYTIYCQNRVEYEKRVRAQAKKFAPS
IMP-1 inhibitor: blocks Pseudomonas aeruginosa IMP-1 metallo-beta-lactamase | purified IMP-1, nitrocefin hydrolysis, epi-absorbance fluorescence | inhibition, % at 5.6 µM | 290,000 compounds, 0.45% hits | AID 1556;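 active = inhibition above the mean plus 3 SD of all compounds in the same screening run, cut at about 4.5% in these data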;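 note: 0% = IMP-1 with DMSO and 100% = DMSO wells lacking enzyme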
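System: purified recombinant IMP-1 beta-lactamase. Medium: Zinc- and detergent-supplemented HEPES buffer, pH 7.1. Compound: one 5.6 µM dose […]. Schedule: 15 min preincubation plus 25 min reaction at 25 °C. Technique: Epi-absorbance fluorescence, 480 nm excitation, 530 nm emission.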
VIM-2 inh: inhibitors of Pseudomonas aeruginosa VIM-2 metallo-beta-lactamase; purified VIM-2, nitrocefin hydrolysis, epi-absorbance fluorescence; inhibition, % at 5.6 µM; 290,000 compounds, 0.89% hits;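 active = inhibition above the mean of all tested compounds plus 3 SD, cutoff set per screening run, cut at about 7.5% in these data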;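 note: red hydrolysis product quenches plate fluorescence so inhibitors raise well fluorescence; 0% = enzyme with DMSO and 100% = DMSO without enzyme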
CRFBP-R2 block: antagonists of CRF-binding protein/CRF-R2 receptor complex | HEK293 CRF-R2/CRF-BP, CRF-induced calcium fluorescence | inhibition, % at 11.8 µM | 350,000 compounds, 0.59% hits | AID 588475;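 active = inhibition of the ligand-induced calcium signal above about 50% at the single tested concentration, limit read from the data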
IDE cell activ: activators of human insulin-degrading enzyme in cells; P14735; HEK cells, FAbeta-B cleavage, fluorescence polarization; 0% vehicle, 100% cell-free pure enzyme wells; activation, % at 5.96 µM; 340,000 compounds, 0.073% hits;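 active = activation above the mean of all tested compounds plus 3 SD, set per screening campaign, cut at about 17% in these data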
GalR3 antagonist: blocks the human galanin receptor 3. O60755. HEK293 GalR3-CNG cAMP membrane potential fluorescence; galR3 body fused to GalR1 C-terminus. inhibition, % at 3 µM. 360,000 compounds, 0.44% hits. AID 651719;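 active = inhibition above the screen-wide average plus 3 SD, cut at about 13% in these data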;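 note: forskolin and galanin both at EC90 stimulate the cells; cAMP rise reported by CNG channel membrane potential dye signal; 0% = forskolin plus galanin with DMSO and 100% = forskolin alone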
Target sequence (O60755 1-299 limits assumed): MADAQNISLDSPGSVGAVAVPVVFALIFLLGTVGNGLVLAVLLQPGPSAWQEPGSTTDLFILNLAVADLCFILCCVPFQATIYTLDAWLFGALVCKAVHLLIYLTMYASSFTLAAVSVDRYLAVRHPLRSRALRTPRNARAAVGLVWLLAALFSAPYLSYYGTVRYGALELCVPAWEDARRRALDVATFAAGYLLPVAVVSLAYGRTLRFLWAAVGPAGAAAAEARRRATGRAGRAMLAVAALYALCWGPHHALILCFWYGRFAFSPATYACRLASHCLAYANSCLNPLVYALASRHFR
p-CIP stab down: compounds decreasing mouse p/CIP protein stability; decrease of EGFP signal, % at 10 µM; F442A p/CIP-EGFP cells, EGFP fluorescence, 16 h; Q05BA5; 290,000 compounds, 0.01% hits;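 active = EGFP signal decrease of at least 30% at 10 µM or well 3 SD below plate mean, unless failing retest; inactive = the rest, including hits failing retest or dose response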; note: some compounds called inactive have numbers as strong as hits; many of its hits are not listed in these tables
IDE inh: cellular human IDE inhibition. P14735. HEK cells, FAbetaB cleavage, fluorescence polarization. inhibition, % at 5.59 µM. 320,000 compounds, 0.41% hits. AID 434962;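 active = percent inhibition above the average of all tested compounds plus 3 SD, set per screening campaign, cut at about 16% in these data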;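 note: IDE supplied by intact live HEK cells; FP after avidin binding of uncleaved biotin substrate so inhibition keeps polarization high; 0% = DMSO wells and 100% = 60 µM reference IDE inhibitor Ii1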
Numbers without * were called inactive; nt = not tested or not shown.

item | Compound | HCV NS3 hel inh | UBC9 SUMO inh | IMP-1 inhibitor | VIM-2 inh | CRFBP-R2 block | IDE cell activ | GalR3 antagonist | p-CIP stab down | IDE inh
1 | CC(C)(C)c1nnc(N/N=C/c2ccccc2)n(N)c1=O | 4 | 1 | -1.2 | -5.1 | -45 | 2 | 0 | -10 | 1
2 | O=C(c1cc(-c2ccc(Br)cc2)on1)N1CCCC1 | -6 | -5 | -2.7 | -3.2 | -10 | -3 | -8 | -13 | 2
3 | COc1ccc(C2C(CC(=O)O)=C(Nc3ccccc3)C(=O)N2c2ccccc2)cc1 (stereo not given) | 14 | 10 | -0.2 | 2.3 | 15 | -3 | -3 | -5 | 3
4 | CC(=O)Nc1ccc(NC(=O)COc2cc(C)cc3oc(=O)cc(C)c23)cc1 | 7 | 25 | -2.9 | -0.9 | 7 | -1 | -8 | 12 | 2
5 | CCOc1ccc(CCNC(=O)C2CC(=O)N(Cc3ccc(C)cc3)C2)cc1OCC (stereo not given) | nt | nt | nt | nt | -6 | 4 | -3 | nt | -9
6 | Cc1ccc(NC(=O)CSc2nnc(CCC(=O)O)c(=O)[nH]2)cc1 | 5 | 16 | -2.2 | 0.3 | 0 | -2 | 3 | -11 | -3
7 | CC1CCCCC1NC(=O)Cn1c(CN2CCCCC2)nc2ccccc2c1=O (stereo not given) | -4 | 17 | 0.3 | -1.9 | -8 | 6 | -4 | -4 | 3
8 | CCc1c(C)sc(NC(=O)c2ccco2)c1C(=O)N1CCOCC1 | 3 | 0 | -2.3 | -0.5 | -9 | 6 | -4 | 0 | 2
9 | COC(C(=O)N/N=C(\C)CC(=O)Nc1ccc(Cl)cc1C)c1ccccc1 (stereo not given) | 10 | -8 | -3.8 | -3.6 | -15 | -2 | -4 | -25 | 1
10 | OCCN1CCN(CC/C=C2/c3ccccc3Sc3ccc(Cl)cc32)CC1 | nt | nt | nt | nt | -16 | -1 | -3 | nt | 6
11 | Cc1c(NC(=O)c2cccc(NC(=O)COc3cccc(Br)c3)c2)c(=O)n(-c2ccccc2)n1C | nt | nt | nt | nt | 9 | -6 | -1 | nt | 10
12 | COc1ccc(NC(=O)COC(=O)CCCN2C(=O)c3ccccc3C2=O)cc1Cl | -10 | -17 | -2.0 | -2.9 | 2 | 0 | 4 | 0 | 4
13 | O=C(CCn1c(=O)c2ccccc2n(Cc2cccnc2)c1=O)NCc1ccc2c(c1)OCO2 | -6 | 12 | -1.3 | 0.7 | 3 | 5 | 2 | 0 | 0
14 | CCN(CC)c1nc2ccccc2[nH]c1=O | -10 | 13 | -2.7 | -0.2 | -4 | 2 | -7 | -9 | -3
15 | CCCN(CCC)C(=O)c1cc(S(=O)(=O)N2CCCCC2)c[nH]1 | 7 | -17 | -0.7 | 0.3 | 6 | 3 | 2 | 5 | -1
16 | CCCc1nn(C)c(C(=O)Nc2ccccc2)c1Cl | -2 | 1 | -2.4 | -3.4 | 5 | 4 | -2 | -6 | 6
17 | CCOc1ccccc1NC(=O)CSc1ccc([N+](=O)[O-])cc1 | -2 | 21 | -0.5 | -2.5 | -9 | 3 | -3 | -1 | 0
18 | CNC(=S)N1CCN(c2ccc(OC)cc2)CC1 | -7 | 4 | -1.8 | -1.8 | 16 | 0 | -6 | 0 | 3
19 | O=C1C(Cl)=C(N2CCCCC2)C(=O)N1Cc1ccccc1 | 21 | 12 | -2.6 | -2.1 | 12 | 3 | 2 | -12 | 9
20 | Cc1noc(C)c1COC(=O)C1(c2cccc(F)c2)CCCC1 | 4 | 3 | -0.2 | -0.7 | 24 | 7 | -2 | -11 | -1

#21 CCOC(=O)/C(C#N)=C\c1ccc(O)c(OC)c1
#22 Cc1cc(N2CCOCC2)c2c(N)cc(C)c(C)c2n1
#23 CCOC(=O)c1sc2nc(C)n(CC(=O)NCC3CCCO3)c(=O)c2c1C (stereo not given)
#24 O=C1CCCC2=C1C(c1ccncc1)c1c(nc(SCc3ccccc3Cl)[nH]c1=O)N2 (stereo not given)
#25 CC(C(=O)Nc1ccc(O)cc1)c1cccc(C(=O)c2ccccc2)c1 (stereo not given)
#26 CCCC(=O)Oc1ccccc1C1SCc2cc(C)c(C)cc2CS1
assay / entry	21	22	23	24	25	26
HCV NS3 hel inh	4	-3	6	5	-7	4
UBC9 SUMO inh	-9	-17	-2	3	2	-29
IMP-1 inhibitor	-3.3	-3.5	-3.1	-2.2	-2.6	-1.9
VIM-2 inh	-2.2	-1.0	-2.9	-5.5	-0.3	2.3
CRFBP-R2 block	3	-20	58*	41	-20	5
IDE cell activ	1	1	1	3	nt	0
GalR3 antagonist	-2	-3	0	0	-4	-4
p-CIP stab down	15	0	3	-10	-13	1
IDE inh	-2	0	-2	4	-5	0

#27 Cc1ccccc1OCC(=O)Nc1cccc(S(=O)(=O)NC2=NCCCCC2)c1
#28 O=C1CCC(C(=O)N2CCCCO2)CN1Cc1ccc(Cl)cc1 (stereo not given)
#29 CC(O)CN(Cc1cccc(Cl)c1)CC(C)O (stereo not given)
#30 CC(=O)N1CCc2c(sc3c2c(=O)n(-c2ccccc2)c(=O)n3CC(=O)NCC2CCCO2)C1 (stereo not given)
#31 CCCCN(C(=O)c1cc2c(s1)CCCC2)c1c(N)n(CCC)c(=O)[nH]c1=O
#32 COc1ccc(C2C(C(=O)N3CCCC3)c3cc(OC)c(OC)cc3C(=O)N2C)cc1OC (stereo not given)
assay / entry	27	28	29	30	31	32
HCV NS3 hel inh	nt	1	11	-3	nt	0
UBC9 SUMO inh	nt	9	-2	6	nt	-6
IMP-1 inhibitor	nt	-1.7	-5.5	-2.0	nt	-4.5
VIM-2 inh	nt	-2.1	-1.3	-1.6	nt	-3.9
CRFBP-R2 block	1	-11	26	18	8	4
IDE cell activ	-2	-2	6	8	2	-3
GalR3 antagonist	-2	-3	-4	nt	-5	-4
p-CIP stab down	nt	-1	-5	-8	nt	-10
IDE inh	8	2	nt	-2	8	7

#33 S=C(Nc1ccc(Br)cc1)NC1CCCC1
#34 COC(=O)c1ccccc1NC(=O)CN(c1ccccc1)S(=O)(=O)N(C)C
#35 CC(C)CC(NS(=O)(=O)c1ccccc1S(=O)(=O)NC(CC(C)C)C(=O)O)C(=O)O (stereo not given)
#36 COC(=O)COc1ccc2c(=O)c(Oc3ccccc3Br)coc2c1
#37 N#CC1=C(N)Oc2ccccc2C12C(=O)Nc1n[nH]c(-c3ccccc3)c12 (stereo not given)
#38 COc1ccccc1NC(=O)c1nn(-c2cccc(C(F)(F)F)c2)ccc1=O
assay / entry	33	34	35	36	37	38
HCV NS3 hel inh	-1	-3	19	-7	15	1
UBC9 SUMO inh	-6	nt	18	5	15	1
IMP-1 inhibitor	-3.5	-0.9	-0.4	-2.5	-1.5	-0.8
VIM-2 inh	-3.5	-3.6	-1.6	-1.1	0.9	-0.6
CRFBP-R2 block	15	2	7	6	-6	-11
IDE cell activ	3	-1	6	2	0	1
GalR3 antagonist	-2	-10	-4	-6	1	0
p-CIP stab down	6	nt	-1	-2	-7	-1
IDE inh	-2	6	0	-4	-5	8

Only IDE cell activ (four entries from above):
entry	Compound	IDE cell activ
16	CCCc1nn(C)c(C(=O)Nc2ccccc2)c1Cl	4
24	O=C1CCCC2=C1C(c1ccncc1)c1c(nc(SCc3ccccc3Cl)[nH]c1=O)N2 (stereo not given)	3
22	Cc1cc(N2CCOCC2)c2c(N)cc(C)c(C)c2n1	1
17	CCOc1ccccc1NC(=O)CSc1ccc([N+](=O)[O-])cc1	3

The list continues.
#39 COc1ccc(C2NC(=O)c3ccccc3N2)cc1 (stereo not given)
#40 O=c1[nH]n(-c2cccc(Cl)c2)c2ncccc12
#41 COc1ccc(/C=N/NC(=O)c2cc(C34CC5CC(CC(C5)C3)C4)[nH]n2)cc1OC
#42 CCn1c(=O)[nH]c2cc(C(=O)N3CCN(c4ccccc4)CC3)ccc2c1=O
#43 O=C(CNC(=O)C1COc2ccccc2O1)Nc1ccc(F)c(F)c1 (stereo not given)
#44 O=C(NC1CCCCC1)c1c2c(nc3ccccc13)CCC2
assay / entry	39	40	41	42	43	44
HCV NS3 hel inh	2	6	2	-5	nt	9
UBC9 SUMO inh	18	-6	-16	0	nt	1
IMP-1 inhibitor	-1.2	-1.5	-0.4	0.0	nt	-0.6
VIM-2 inh	-3.5	-3.6	0.7	-4.5	nt	0.4
CRFBP-R2 block	9	0	-1	-17	-15	7
IDE cell activ	3	4	0	5	0	2
GalR3 antagonist	nt	-5	-1	nt	-6	-6
p-CIP stab down	-4	-1	-19	3	nt	5
IDE inh	-2	3	-3	2	8	-3

#45 COc1ccc(OC)c(S(=O)(=O)N2CCN3CCCC3C2)c1 (stereo not given)
#46 Cc1ccc(C2(O)CN(c3ccccc3)C3=[N+]2CCS3)cc1 (stereo not given)
#47 Cc1cc(-c2ccc(S(=O)(=O)Nc3ccc(C#N)cc3)s2)on1
#48 COc1cc(SSc2cc(OC)cc([N+](=O)[O-])c2N)c(N)c([N+](=O)[O-])c1
#49 Cc1c(CNC(=O)c2cnn3c2NC(c2ccc(Br)cc2)CC3C(F)(F)F)cnn1C (stereo not given)
#50 COc1ccc(-c2nnc(NC(=O)c3ccc(F)cc3)o2)cc1
#51 COc1ccccc1NC(=S)N1CCN(Cc2ccc3c(c2)OCO3)CC1
#52 CCOc1ccc(N2C(=O)CC(NC3CCN(C(=O)c4ccc(F)cc4)CC3)C2=O)cc1 (stereo not given)
assay / entry	45	46	47	48	49	50	51	52
HCV NS3 hel inh	1	-12	6	29	-3	4	0	-2
UBC9 SUMO inh	8	-2	2	27	-20	1	-4	2
IMP-1 inhibitor	-2.6	-3.2	-4.0	-5.2	-3.9	-3.7	-2.8	-4.3
VIM-2 inh	-2.5	-4.1	-3.5	-4.8	0.4	-4.7	-0.6	-3.6
CRFBP-R2 block	3	-7	13	3	-9	-5	16	-6
IDE cell activ	2	7	7	-27	3	12	5	7
GalR3 antagonist	-10	-4	-8	-8	0	3	-4	-1
p-CIP stab down	0	-10	12	-3	-1	16	8	-4
IDE inh	-3	-4	-9	21*	2	-1	0	3

The order is random, and some 3.2% of all compounds hit somewhere here.
